Myeloid diff MLP: compounds promoting myeloid differentiation; AID 624256; calls only at 10 µM; ER-HoxA9 myeloid progenitors, lysozyme-GFP differentiation, flow cytometry; hit rate 1% among 360,000;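 active means normalized GFP-positive differentiation at or above the plate's own cutoff, the solvent-only control mean plus 3 SD; inconclusive means no clear call, values can overlap the other calls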;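 further: cells exposed to compound for four days before flow analysis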
KOR beta-arrestin-1: kappa opioid receptor activators – cell-based, luminescence, uHTS, primary screen (AID 1777). KOR beta-arrestin recruitment, luminescence; higher % means a stronger effect. activation, % at 10 µM; hits with a dose series show EC50 in µM. hit rate 0.02% among 280,000; in the data active means activation above about 50%, passing the limit was not always enough; further: a part of the inactive calls stands beside numbers as strong as those of hits
NOD2 inhibition: inhibition of NOD2-driven NF-kB reporter – cell-based, luminescence, uHTS, HEK293 (AID 1566). HEK293 NOD2/NF-kB luciferase reporter, luminescence; higher % means a stronger effect. one-dose inhibition, % at 4 µM; EC50 in µM for titrated hits. hit rate 0.63% among 290,000; further: many of its hits are not listed in these tables
GPR55 LPI antagonism: inhibition of LPI-stimulated GPR55 beta-arrestin translocation – imaging, U2OS, beta-arrestin-GFP, LPI agonist, primary screen (AID 2013); U2OS GPR55 beta-arrestin-GFP translocation imaging, LPI antagonism; higher % means a stronger effect; inhibition, % at 10 µM, or IC50 in µM where a hit was titrated; hit rate 0.13% among 290,000;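 active means spots per cell inhibited over 60%, with over 100 cells counted and total cytoplasm intensity under 500,000; inconclusive means wells with under 100 cells, flagged as likely toxic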;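 further: U2OS cells stably carrying GPR55 and arrestin-GFP stimulated by 5 µM LPI near EC80; imaged beta-arrestin-GFP aggregate spots per cell after agonist stimulation; plate controls were LPI-stimulated DMSO wells for no effect and DMSO wells without LPI for full effect; some results filed as inactive read as strong as hits; confirmed hits need IC50 under 10 µM and bright autofluorescent wells are also inconclusive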
GPR55 beta-arrestin: selective activators of receptor GPR55 – imaging, U2OS cells, beta-arrestin-GFP redistribution, primary screen (AID 1961) | U2OS GPR55 beta-arrestin-GFP redistribution imaging; higher % means a stronger effect | activation, % at 10 µM, or EC50 in µM where a hit was titrated | hit rate 0.048% among 290,000;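 active means activation above 40% with more than 50 cells counted in the well; inconclusive means wells holding fewer than 50 cells, flagged as toxic or sparse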;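 further: U2OS osteosarcoma cells stably expressing GPR55 and beta-arrestin-GFP; plate controls were DMSO negative control for no effect and LPI positive control for full effect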
KOR beta-arrestin-2: kappa opioid receptor blockers – cell-based, luminescence, uHTS (AID 1778). hit rate 0.091% among 290,000. KOR beta-arrestin recruitment, luminescence, antagonist mode; higher % means a stronger effect. inhibition, % at 10 µM, or IC50 in µM where a hit was titrated; further: strong numbers were not always called active
T cell HTS: modulates CD8 T cell binding to vesicles; 2C CD8+ T cell-vesicle binding, flow cytometry; active compounds read low; AID 2052; calls only at 7 µM; hit rate 0.068% among 330,000;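 active means response, share of CD8 T cells binding vesicles, and their 90th percentile fluorescence all below set limits, cut at about 80% in these data, passing the limit was not always enough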
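Material: murine 2C transgenic CD8+ T lymphocytes / Also added: QL9-peptide-loaded Drosophila micro-vesicles bearing Ld, ICAM-1 and B7-1 / Schedule: binding step 1.5 h, 37 °C, antibody labelling 20 min, ice / Signal: flow cytometry, PE anti-B7-1 (FL2) versus Alexa647 anti-CD8 (FL8), PFA-fixed / Evaluation: percent CD8+ FL2 mean versus row control / Benchmarks: naked versus QL9-loaded vesicles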
NTR1 ag: NTR1-driven beta-arrestin-GFP spot formation – imaging, U2OS cells, high content, primary screen (AID 493036) | hit rate 0.17% among 330,000 | P30989 | activation, % at 20 µM | agonist mode;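 active means activation at or above 40% of the spot to cytoplasm intensity ratio, with at least 20 cells analyzed; inconclusive means wells under 20 cells, flagged as cytotoxic or low count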;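 further: 0% = DMSO without peptide and 100% = 100 nM NTR1 peptide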
Target sequence (P30989 whole entry, looked up): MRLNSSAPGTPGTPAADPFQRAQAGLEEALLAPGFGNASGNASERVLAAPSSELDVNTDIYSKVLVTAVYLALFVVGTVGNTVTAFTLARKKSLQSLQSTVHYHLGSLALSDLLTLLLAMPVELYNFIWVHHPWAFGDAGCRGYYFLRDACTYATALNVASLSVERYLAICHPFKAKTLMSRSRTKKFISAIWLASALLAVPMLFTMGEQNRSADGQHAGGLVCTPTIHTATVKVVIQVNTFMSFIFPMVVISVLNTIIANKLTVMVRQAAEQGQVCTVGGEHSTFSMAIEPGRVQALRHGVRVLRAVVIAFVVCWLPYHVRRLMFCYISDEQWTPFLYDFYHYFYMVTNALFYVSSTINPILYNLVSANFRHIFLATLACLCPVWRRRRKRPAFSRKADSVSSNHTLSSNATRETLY
NOD1 NF-kB reporter: NOD1 signaling inhibitors, primary screen, cell-based, luminescence, uHTS (AID 1578) | NOD1-driven NF-kB luciferase reporter cells, luminescence; higher % means a stronger effect | inhibition, % at 4 µM; hits with a dose series show EC50 in µM | hit rate 1% among 290,000; in the data active means inhibition mostly above about 36%, no sharp cut-off; inactive means mostly below about 34%;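 further: HEK-293T reporter cells stimulated with the NOD1 agonist gamma-tri-DAP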
T cell HTS vesicle-bound %: second read-out of T cell HTS, no call of its own (marks repeat the call); double positive events, %; measured here: CD8+ vesicle-bound cell fraction;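 binding gate set so that unloaded-vesicle control wells show 10% double positive cells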
NTR1 ag cell count 20 µM: further read-out of NTR1 ag, marked with its call; cell count; measured here: cell count, cytotoxicity flag
Myeloid diff MLP GFP+ MAC1+ %: further read-out of Myeloid diff MLP, marked with its call; GFP+ MAC1+ double positive, %; measured here: differentiation confirmed by MAC1 staining
The depositor's hits bear a star; i = inactive; u = inconclusive; x = no result given; + = active, no number; ! = not confirmed by another sample; [ ] = dose if it differs, or a comment. Unless noted, no stated cut-off is given here; in the data, active means inhibition above about 50%; inactive means the rest.

SMILES	Myeloid diff MLP	Myeloid diff MLP GFP+ MAC1+ %	KOR beta-arrestin-1	NOD2 inhibition	GPR55 LPI antagonism	GPR55 beta-arrestin	KOR beta-arrestin-2	T cell HTS	T cell HTS vesicle-bound %	NTR1 ag	NTR1 ag cell count 20 µM	NOD1 NF-kB reporter
O=C(NCCS(=O)(=O)N1CCN(c2ccccc2F)CC1)c1cccc(Br)c1	i	2.3	-5.1%	12.8%	17.9%	-0.1%	1.2%	i	36.1	0.9	61	4.8%
CN(C)c1ccc(C2Nc3cccc4cccc(c34)N2)cc1	i	0.1	4.6%	-16.8%	-1.0%	-0.1%	10.9%	i	9.1	-0.7	101	0.5%
COc1ccc(C2=NS(=O)(=O)N(C)C(C(=O)Nc3ccc(C)cc3)=C2)cc1	i	1.7	0.0%	25.1%	-8.5%	1.2%	-30.4%[20 µM]	i	25.2	1.1	97	-17.6%
Cn1c(=O)c2c(nc(OCc3cccnc3)n2Cc2ccccc2)n(C)c1=O	i	0.5	-1.6%	-14.8%	-24.1%	-0.1%	-30.2%	i	56.0	1.5	39	-17.6%
COc1ccccc1C(=O)O/N=C(\c1ccccc1)c1ccncc1	i	0.4	-7.6%	15.8%	9.8%	-0.2%	26.8%	i	7.1	1.6	44	-26.2%
CCn1cnc2c1c(=O)n(CC(=O)O)c(=O)n2Cc1ccccc1	i	0.5	39.9%	-28.5%	-1.4%	0.0%	-10.1%	i	25.6	-0.3	54	31.5%
O=C(NNC(=S)NC1CCCCC1)c1ccccc1O	i	0.5	-4.0%	-4.4%	-6.0%	0.4%	-31.4%	i	37.0	1.7	68	-13.6%
CC(=O)C(Sc1ncnc2sc3c(c12)CCCC3)C(C)=O	i	0.1	-3.5%	13.2%	-2.0%	0.1%	-34.4%	i	7.2	0.2	22	-9.1%
Cc1ccc(-n2nnnc2SCC(=O)c2cc(C)n(-c3cc(C)on3)c2C)c(C)c1	i	6.9	4.3%	5.6%	-8.5%	-0.3%	-31.0%	i	63.6	0.5	37	17.3%
Cc1cc(=O)n(CCO)c(O)c1C#N	i	1.1	-0.2%	2.9%	-2.0%	-0.1%	9.6%	i	5.5	0.5	89	-24.4%
CC(=O)c1cccc(NC(=O)NNC(=O)c2ccc3ccccc3c2)c1	i	0.5	2.1%	15.7%	17.2%	0.3%	0.0%	i	11.2	-0.1	55	1.5%
CCOc1ccc(CCNC(=O)C2CCCN(c3nn4c(=O)cc(C)nc4s3)C2)cc1OCC (stereo unspecified)	i	0.7	-0.3%	0.0%	-6.4%	0.0%	27.4%	i	5.5	1.2	57	-12.7%
O=C(Oc1ccc(-c2nnco2)cc1)N1CCOCC1	i	0.9	0.7%	2.1%	-3.6%	-0.3%	31.7%	i	40.7	-2.4	81	-14.8%
CC1CCN(S(=O)(=O)N2CCC(C(=O)NCc3ccc4c(c3)OCO4)CC2)CC1	i	0.5	-1.1%	-3.8%	-5.2%	0.5%	32.0%	i	46.4	-1.1	65	-21.0%
CCOc1ccc(N(CC(=O)Nc2ccc(C)cc2)S(=O)(=O)c2c(C)[nH]c(=O)[nH]c2=O)cc1	i	0.2	-1.9%	7.5%	-7.6%	-0.1%	16.4%	i	32.1	0.2	58	-4.4%
O=C(Cc1c(F)cccc1Cl)Nc1ccccc1N1CCCCC1	i	1.1	0.9%	-7.2%	12.0%	0.2%	0.5%	i	48.8	7.1	46	-9.8%
COc1ccc2c(-c3ccccc3)cc(SCC(=O)N(C)C)nc2c1	i	0.4	1.0%	23.0%	5.9%	0.6%	-4.6%	i	44.3	2.0	66	-20.3%
Cc1ccc(/C(O)=C2\C(=O)C(=O)N(C)C2c2ccccc2[N+](=O)[O-])cc1 (stereo unspecified)	i	0.2	1.9%	-37.8%	6.5%	-0.3%	-21.3%[20 µM]	i	65.7	3.3	45	-28.3%
CCN(CC)CCCNC(=O)C1c2ccccc2C(=O)N(C)C1c1ccc(OC)cc1 (stereo unspecified)	i	0.8	6.1%	-12.8%	-3.6%	0.5%	9.3%	i	28.6	-1.2	83	99.8%*
CN(C)S(=O)(=O)N1CCC(Oc2ccc(C(=O)N3C[C@H]4CC[C@H]3C4)cc2)CC1	u	x	-4.6%	12.1%	-20.5%	-0.2%	5.9%	i	61.7	2.3	60	8.8%
CCOc1ccccc1NC1=C(Cl)C(=O)N(c2ccc(OC)cc2)C1=O	i	0.5	2.1%	6.5%	6.7%	1.7%	x	i	42.1	2.7	65	-25.6%
CCCC(NC(=O)CCc1c(C)c2cc3c4c(oc3c(C)c2oc1=O)CCCC4)C(=O)O (stereo unspecified)	i	0.0	4.6%	18.8%	-2.6%	0.4%	-15.5%	i	30.1	1.5	90	-1.4%
CCOC(=O)C1=C(c2ccccc2)NC(=S)NC1c1cccc([N+](=O)[O-])c1 (stereo unspecified)	i	1.2	-2.3%	2.8%	-1.6%	-0.2%	15.2%	i	44.7	4.3	50	-24.7%
O=C(CN1CCCCC1)Nc1ccc(C(F)(F)F)cc1Cl	i	0.3	0.1%	-8.3%	2.2%	7.4%	-13.6%	i	28.7	5.8	55	-5.6%
Cc1cccc(N2C(=O)CS/C2=N\NC(=O)c2ccc(Br)cc2)c1C	i	5.7	-5.6%	4.0%	2.2%	0.3%	21.4%	i	17.3	0.0	51	-58.7%
Next section.
SMILES	Myeloid diff MLP	Myeloid diff MLP GFP+ MAC1+ %	KOR beta-arrestin-1	NOD2 inhibition	GPR55 LPI antagonism	GPR55 beta-arrestin	KOR beta-arrestin-2	T cell HTS	T cell HTS vesicle-bound %	NTR1 ag	NTR1 ag cell count 20 µM	NOD1 NF-kB reporter
CCOC(=O)c1cc2c(n(-c3ccc(Cl)cc3)c1=O)CCCC2=O	i	0.2	-0.3%	16.5%	-1.2%	0.6%	3.6%	i	11.8	0.3	33	-17.5%
COc1ccc(/C(N)=N/OC(=O)c2cccs2)cc1OC	i	0.6	x	-70.3%	3.0%	-0.1%	-6.8%[20 µM]	i	38.3	-1.1	56	-61.8%
Cc1ccc(C(=O)Nc2ccccc2C(=O)N2CCOCC2)cc1[N+](=O)[O-]	i	0.5	-4.1%	6.0%	6.6%	0.2%	21.5%	i	50.8	0.8	55	-25.1%
CCOc1cc(CNC(=O)CN2C(=O)c3ccccc3S2(=O)=O)ccc1OC	i	1.0	8.2%	-10.4%	0.5%	0.6%	-58.2%	i	67.0	2.2	96	7.5%
CCC(C)(C)NC(=O)CN(C(=O)CCC(=O)Nc1ccccn1)c1ccc(F)c(Cl)c1	i	0.2	-3.4%	8.1%	15.2%	-0.1%	12.4%	i	11.8	-1.4	76	-17.7%
O=C(CNc1cccc([N+](=O)[O-])c1)NCCCc1ccccc1	u	x	0.0%	-3.3%	3.2%	-0.2%	-35.8%	i	13.4	-0.3	37	-31.2%
COc1ccc(C(C)=O)cc1COC(=O)c1ccc2ccccc2n1	i	0.6	-10.7%	15.0%	-2.6%	0.3%	-3.6%	i	56.1	1.5	38	-46.9%
O=C(NCc1ccccc1F)c1ccc2ccccc2n1	i	1.2	3.3%	7.2%	2.4%	-0.1%	2.4%	i	10.8	-1.3	55	-36.2%
N#C/C(=C\c1cc([N+](=O)[O-])ccc1Cl)C(N)=O	x	x	13.8%	-6.2%	-12.2%	1.6%	-229.6%	i	24.9	5.9	61	-44.7%
COc1ccc(C(CNC(=O)Cc2cccs2)N(C)C)cc1 (stereo unspecified)	i	5.1	6.6%	3.5%	5.3%	-0.2%	-3.0%	i	29.6	-2.0	41	-19.8%
O=C(c1cc(COc2ccc(F)cc2F)on1)N1CCN(C2CCCC2)C(=O)C1	i	0.7	1.5%	20.3%	5.9%	0.3%	8.1%	i	13.1	0.8	62	-3.8%
CCCCOc1ccc(OC(=O)c2cccnc2)cc1	i	1.0	9.6%	17.5%	15.4%	0.2%	-12.5%	i	11.4	-1.0	77	-20.4%
COc1ccc(N2CCN(CC(=O)c3ccc(Cl)cc3)CC2)cc1	i	0.6	-2.0%	-1.2%	6.1%	-0.1%	5.7%	i	24.3	-1.2	38	-13.4%
CCOC(=O)CC(=O)Nc1nc2ccccc2s1	i	0.8	5.3%	0.2%	-13.6%	0.5%	24.9%	i	60.2	-0.4	61	-3.3%
Cc1cc(-c2ccccc2)nc(Oc2ccc(C(C)(C)C)cc2)c1S(C)(=O)=O	i	0.5	-0.5%	-1.2%	-6.2%	-0.4%	16.0%	i	41.9	3.5	56	-10.6%
CC(C)Cc1nnc(NC(=O)CCC(=O)NC2CCCCC2)s1	i	0.5	0.5%	8.4%	2.1%	-0.1%	15.1%	i	21.3	0.1	67	0.7%
COCC(C)n1c(-c2ccc3c(c2)NC(=O)CO3)csc1=Nc1ccc(OC(F)F)cc1 (stereo unspecified)	+!	23.4*!	-0.9%	35.8%	1.1%	-0.1%	23.1%	i	27.2	26.0	71	53.9%
O=C(Nc1cccc(O)c1)c1ccc2c(c1)C(=O)N(Cc1ccco1)C2=O	i	0.4	-0.6%	-2.6%	5.7%	-0.2%	-11.8%	i	6.2	-0.1	60	-21.8%
CN(C)c1nc(SCCOC(=O)Nc2ccccc2)nc(N(C)C)n1	i	1.1	-4.3%	1.3%	-2.3%	-0.2%	26.5%	i	44.4	25.7	82	14.7%
CCCCCc1ccc(OCCCC[n+]2ccc(C)cc2)c(CCCCC)c1	i	0.6	3.3%	x	-7.2%	-0.3%	-20.1%[20 µM]	i	24.5	13.0	42	x
COc1cc(C)c(S(=O)(=O)Nc2ccc(CC(=O)O)cc2)cc1C	i	1.3	-1.1%	14.4%	14.8%	0.3%	21.9%	i	58.2	0.0	72	-18.8%
O=C(NC(=S)Nc1ncccn1)c1ccccc1Cl	i	1.7	0.3%	-10.6%	-28.1%	0.6%	15.1%	i	41.2	1.0	71	-11.5%
OCc1cn(-c2ccccc2)nc1-c1cc2ccccc2o1	i	0.3	0.8%	-234.4%	-10.2%	-0.1%	-71.0%[20 µM]	i	30.3	9.5	83	-50.8%
Cc1ccc(C)c(/C=N/Nc2nc3ccccc3c(=O)n2O)c1	i	1.1	-1.9%	-9.5%	-0.6%	-0.1%	8.7%	i	34.4	-0.1	49	-3.6%

Bioassay records: PubChem BioAssay, several laboratories

A portion of the library; the hit share may differ from the screen's.
